COUP-TFII inh – NR2F2 transcriptional activity inhibitors, primary screen, cell-based, luciferase reporter, HEK293T, luminescence; 0.7% of 370,000 active; HEK293T NGFI-A luciferase reporter; inhibition, % at 8.6 µM; COUP transcription factor 2 (Homo sapiens), P24468; AID 686940, 2013;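 active means inhibition above a per-plate cutoff, mean inhibition of test wells between control levels plus 3 SD, cut at about 38% in these data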;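 further: cells cotransfected with COUP-TFII expression vector driving the NGFI-A reporter; 0% = median of COUP-TF2 test wells and 100% = reporter-only cells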
LRH-1 inv ag – LRH-1 (NR5A2) inverse agonists, primary screen, cell-based, luminescence, HEK293T, StAR-luciferase reporter | LRH-1 transfected, 24 h | inhibition, % at 3.6 µM | 0.13% of 360,000 active | AID 602396, 2012;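 active means inhibition above the mean inhibition of all tested compounds plus 3 SD, cut at about 73% in these data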;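 further: 0% = DMSO wells and 100% = reporter-only cells lacking LRH-1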
TROY NFkB inh – inhibitors of TROY-driven NF-kB signaling, primary screen, Q293 LMP1-TROYcd cells, NF-kB luciferase, uHTS; Q293 LMP1-TROYcd NF-kB luciferase reporter, 4 h; inhibition, % at 10 µM; 0.98% of 360,000 active;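 active means compounds whose plate-normalised and pattern-corrected inhibition of the luciferase reporter signal at the single screening dose is 50% or more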
TLR9-MyD88 inh – inhibitors of TLR9-MyD88 association in cells, primary screen, cell-based, CHO, BLA complementation, fluorescence; inhibition, % at 4.98 µM; 0.21% of 340,000 active; AID 504734, 2011; Toll-like receptor 9 (Homo sapiens) + Myeloid differentiation primary response protein …; CCF4 FRET ratio;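 active means inhibition above the mean over all tested compounds plus 3 SD, cut at about 21% in these data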;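 further: 0% = DMSO only wells and 100% = clavulanate BLA inhibitor control wells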
SRC2 inh – inhibition of GAL4-SRC2 driven luciferase reporter, primary screen, SRC2 inhibitor project, cell-based, luminescence. 0.17% of 370,000 active. HEK293 GAL4-SRC2 luciferase reporter. inhibition, % at 9 µM;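 active means inhibition above the mean inhibition of all tested compounds plus 3 SD, set per campaign, cut at about 52% in these data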;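 further: 0% = DMSO treated cells and 100% = cells given Gossypol at 36 µM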
SRC1 inh – SRC1 coactivator transcriptional activity inhibitors, primary screen, cell-based, luminescence; Nuclear receptor coactivator 1 (Homo sapiens), Q15788; HEK293 GAL4-SRC1 luciferase reporter; inhibition, % at 3.6 µM; 0.12% of 360,000 active;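 active means inhibition above the campaign mean plus 3 SD, with each screening campaign given its own cutoff, cut at about 60% in these data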;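 further: 0% = DMSO treated cells and 100% = gossypol at 36 µM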
Vif inh – HIV Vif self-association inhibitors, primary screen, imaging, HEK293T, single point; HEK293T cells, Vif self-association by quenched fluorescence, 24 h; inhibition, % at 7.49 µM; 0.35% of 340,000 active; in the data active means inhibition above about 50%, passing the limit was not always enough; further: some results filed as inactive read as strong as hits
EBV LMP1 NFkB – EBV LMP1-driven NF-kappaB luciferase reporter inhibitors, primary screen, cell-based, luminescence, single point; LMP1-induced NF-kappaB luciferase reporter cells; inhibition, % at 12.5 µM; 0.69% of 350,000 active; in the data active means inhibition above about 41%;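 further: 0% = neutral control wells and 100% = reference inhibitor control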
NCOA3 inh – SRC3 coactivator transcriptional activity inhibitors, primary screen, cell-based, luminescence; Nuclear receptor coactivator 3 (Homo sapiens), Q9Y6Q9; HEK293 GAL4-SRC3 luciferase reporter; inhibition, % at 3.6 µM; 0.17% of 360,000 active;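 active means inhibition above a per-campaign cutoff, the mean of all compounds plus 3 SD, cut at about 60% in these data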;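 further: 0% = DMSO-treated cells and 100% = gossypol-treated cells at 36 µM; higher means less SRC3-driven luciferase light from the GAL4 reporter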
Target sequence (Q9Y6Q9 whole entry, looked up, the tested form may be a part): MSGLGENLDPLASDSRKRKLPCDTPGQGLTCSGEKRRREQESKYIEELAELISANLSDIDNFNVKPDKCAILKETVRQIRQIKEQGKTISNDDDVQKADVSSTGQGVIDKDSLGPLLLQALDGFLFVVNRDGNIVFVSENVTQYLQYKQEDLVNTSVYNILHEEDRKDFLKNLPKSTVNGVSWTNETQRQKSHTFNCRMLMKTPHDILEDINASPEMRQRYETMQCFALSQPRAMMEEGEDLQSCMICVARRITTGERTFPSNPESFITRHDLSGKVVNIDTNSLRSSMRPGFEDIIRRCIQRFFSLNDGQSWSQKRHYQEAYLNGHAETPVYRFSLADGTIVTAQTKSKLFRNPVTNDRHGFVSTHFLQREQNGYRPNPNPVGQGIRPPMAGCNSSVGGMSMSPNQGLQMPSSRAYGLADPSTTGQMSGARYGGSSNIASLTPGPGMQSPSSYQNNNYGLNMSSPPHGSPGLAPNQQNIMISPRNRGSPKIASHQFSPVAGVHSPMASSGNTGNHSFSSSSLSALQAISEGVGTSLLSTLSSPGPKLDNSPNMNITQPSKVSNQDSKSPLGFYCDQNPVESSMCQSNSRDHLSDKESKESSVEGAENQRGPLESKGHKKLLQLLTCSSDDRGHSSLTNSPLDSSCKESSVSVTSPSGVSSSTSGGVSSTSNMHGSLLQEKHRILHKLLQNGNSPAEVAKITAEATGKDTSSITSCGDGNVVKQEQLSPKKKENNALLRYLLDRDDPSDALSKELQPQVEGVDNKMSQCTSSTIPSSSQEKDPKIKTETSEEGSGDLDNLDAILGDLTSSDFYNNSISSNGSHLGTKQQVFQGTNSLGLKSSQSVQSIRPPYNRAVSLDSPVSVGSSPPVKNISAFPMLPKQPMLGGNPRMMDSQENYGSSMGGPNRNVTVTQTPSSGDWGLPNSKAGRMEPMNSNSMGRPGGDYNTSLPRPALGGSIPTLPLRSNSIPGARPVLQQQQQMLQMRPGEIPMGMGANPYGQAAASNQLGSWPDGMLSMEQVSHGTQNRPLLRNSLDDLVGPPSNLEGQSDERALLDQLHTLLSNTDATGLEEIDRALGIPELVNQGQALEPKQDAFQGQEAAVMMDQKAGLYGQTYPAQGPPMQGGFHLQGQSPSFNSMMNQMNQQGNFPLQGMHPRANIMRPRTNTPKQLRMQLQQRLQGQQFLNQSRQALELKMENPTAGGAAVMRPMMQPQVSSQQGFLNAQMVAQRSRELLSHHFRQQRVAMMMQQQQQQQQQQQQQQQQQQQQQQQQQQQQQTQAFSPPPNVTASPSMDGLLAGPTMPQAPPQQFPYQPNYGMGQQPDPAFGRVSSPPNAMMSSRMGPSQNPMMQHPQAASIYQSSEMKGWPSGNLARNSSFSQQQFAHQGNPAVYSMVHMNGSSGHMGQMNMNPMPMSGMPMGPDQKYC
TRAIL sens C8 – viability loss with TRAIL in NB7+C8 cells, primary screen, TRAIL sensitizer project, cell-based, ATPlite luminescence | inhibition (viability loss, TRAIL sensitization), % at 10 µM | 1% of 360,000 active;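 active means compounds causing at least 50% loss of cell viability in the single-dose screen, relative to plate controls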
NOD2-RIPK2 inh – NOD2-RIPK2 binding disruptors in cells, primary screen, fluorescence, CHO cells, BLA complementation | Receptor-interacting serine/threonine-protein kinase 2 (Homo sapiens), O43353 | CCF4 ratio | 0.38% of 360,000 active | inhibition, % at 4.98 µM | AID 624267, 2012; in the data active means inhibition above about 21%;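 further: 0% = vehicle only and 100% = reference blocker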
* = called active by the depositor. The list is partial (hit frequency here may not be typical).

Results for COc1ccc(OC)c(-c2cc(C(=O)NCCN3CCOCC3)no2)c1 ?
LRH-1 inv ag: 30; TROY NFkB inh: 13; TLR9-MyD88 inh: 2; SRC1 inh: 5; Vif inh: 5; EBV LMP1 NFkB: -4; NCOA3 inh: 1; TRAIL sens C8: 7; NOD2-RIPK2 inh: -6

What do the screens show for `Cc1cccc(C)c1NC(=O)CN(C)C(=O)/C=C/c1cccs1`?
COUP-TFII inh: 0; LRH-1 inv ag: -15; TROY NFkB inh: -19; TLR9-MyD88 inh: -5; SRC2 inh: -6; SRC1 inh: -1; Vif inh: 2; EBV LMP1 NFkB: 8; NCOA3 inh: 12; TRAIL sens C8: -5; NOD2-RIPK2 inh: -5

What do the screens show for `CCOc1ccccc1NC(=O)CSc1nnc(C2CC2)n1CC`?
COUP-TFII inh: -2; LRH-1 inv ag: -14; TROY NFkB inh: 1; TLR9-MyD88 inh: -18; SRC2 inh: 1; SRC1 inh: -18; Vif inh: -2; EBV LMP1 NFkB: -3; NCOA3 inh: 2; TRAIL sens C8: -7; NOD2-RIPK2 inh: 2

How did COc1ccc(NS(=O)(=O)c2cc(NC(=O)C3CC3)ccc2N2CCCCC2)cc1 do in these assays?
COUP-TFII inh: 2; LRH-1 inv ag: 9; TROY NFkB inh: 12; TLR9-MyD88 inh: 4; SRC2 inh: -12; SRC1 inh: 0; Vif inh: -1; EBV LMP1 NFkB: 16; NCOA3 inh: -21; TRAIL sens C8: -7; NOD2-RIPK2 inh: 0

Results for Cc1ccccc1NS(=O)(=O)c1ccc(C(=O)N2CCCCCCC2)cc1 ?
COUP-TFII inh: 7; LRH-1 inv ag: -7; TROY NFkB inh: 7; TLR9-MyD88 inh: -7; SRC2 inh: 21; SRC1 inh: 2; Vif inh: -2; EBV LMP1 NFkB: 16; NCOA3 inh: 18; TRAIL sens C8: 10; NOD2-RIPK2 inh: 7

What do the screens show for `O=C(Cn1ncc2c1-c1ccccc1OC2)Nc1nc2ccccc2s1`?
COUP-TFII inh: -7; LRH-1 inv ag: -11; TROY NFkB inh: 10; TLR9-MyD88 inh: 1; SRC2 inh: -8; SRC1 inh: -17; Vif inh: 0; EBV LMP1 NFkB: 11; NCOA3 inh: -14; TRAIL sens C8: -9; NOD2-RIPK2 inh: -7

What do the screens show for `Cc1csc(NC(=O)CSc2nnc(-c3cccnc3)o2)n1`?
COUP-TFII inh: -9; LRH-1 inv ag: -57; TROY NFkB inh: -23; TLR9-MyD88 inh: 4; SRC2 inh: -36; SRC1 inh: -34; Vif inh: 0; EBV LMP1 NFkB: 2; NCOA3 inh: -45; TRAIL sens C8: 18; NOD2-RIPK2 inh: -12

Results for Cc1ccccc1NS(=O)(=O)c1ccc(C(=O)NCCCN2CCOCC2)cc1 ?
COUP-TFII inh: 3; LRH-1 inv ag: 12; TROY NFkB inh: -2; TLR9-MyD88 inh: -9; SRC2 inh: -12; SRC1 inh: -2; Vif inh: 4; EBV LMP1 NFkB: 2; NCOA3 inh: 7; TRAIL sens C8: 1; NOD2-RIPK2 inh: -5

Results for O=C(NCCN1CCOCC1)/C(=C\c1ccccc1F)NC(=O)c1ccccc1 ?
COUP-TFII inh: -5; LRH-1 inv ag: -6; TROY NFkB inh: 5; TLR9-MyD88 inh: 0; SRC2 inh: 21; SRC1 inh: -37; Vif inh: -5; EBV LMP1 NFkB: 5; NCOA3 inh: 4; TRAIL sens C8: -12; NOD2-RIPK2 inh: 9

How did COc1ccc(C(=O)COC(=O)CN2C(=O)C3CC=CCC3C2=O)c(OC)c1 (centres undefined) do in these assays?
COUP-TFII inh: -5; LRH-1 inv ag: -13; TROY NFkB inh: -2; TLR9-MyD88 inh: -4; SRC2 inh: 7; SRC1 inh: -10; Vif inh: -10; EBV LMP1 NFkB: 1; NCOA3 inh: 3; TRAIL sens C8: -4; NOD2-RIPK2 inh: -4

Results for CNc1nc(NCc2ccc(N(C)C)cc2)c2sccc2n1 ?
LRH-1 inv ag: -2; TROY NFkB inh: -6; SRC1 inh: -6; NCOA3 inh: 0; TRAIL sens C8: 8; NOD2-RIPK2 inh: 0

What do the screens show for `Cc1ccn2c(CN(C)CCn3nc(C)cc3C)c(C(=O)N3CCCCCC3)nc2c1`?
COUP-TFII inh: 0; LRH-1 inv ag: 4; TROY NFkB inh: -2; TLR9-MyD88 inh: -3; SRC2 inh: -2; SRC1 inh: 11; Vif inh: -6; EBV LMP1 NFkB: 6; NCOA3 inh: 8; TRAIL sens C8: 0; NOD2-RIPK2 inh: -5

Results for CC(C)C[C@H]1CNC(=S)N1C[C@H]1CCCN1C[C@H](Cc1ccc(O)cc1)N1C[C@H](Cc2ccccc2)N(CC2CCCCCC2)C1=S ?
COUP-TFII inh: 10; LRH-1 inv ag: -21; TROY NFkB inh: -2; SRC2 inh: 11; SRC1 inh: 9; Vif inh: -3; NCOA3 inh: -22; TRAIL sens C8: -5; NOD2-RIPK2 inh: -1

Results for O=C(COC(=O)CCC1CCCC1)Nc1ccc(Cl)cn1 ?
COUP-TFII inh: -7; LRH-1 inv ag: 6; TROY NFkB inh: -10; TLR9-MyD88 inh: -7; SRC2 inh: 0; SRC1 inh: -18; Vif inh: -3; EBV LMP1 NFkB: 3; NCOA3 inh: -1; TRAIL sens C8: -6; NOD2-RIPK2 inh: -4

How did COC(=O)c1ccc(NC(=S)NC2CCCCC2)cc1 do in these assays?
COUP-TFII inh: -15; LRH-1 inv ag: -80; TROY NFkB inh: -24; TLR9-MyD88 inh: -11; SRC2 inh: -13; SRC1 inh: -32; Vif inh: -6; EBV LMP1 NFkB: -20; NCOA3 inh: -23; TRAIL sens C8: 16; NOD2-RIPK2 inh: -6

What do the screens show for `COCc1cc(C)nc2sc(C(=O)Nc3cccc(OC)c3)c(N)c12`?
COUP-TFII inh: -39; LRH-1 inv ag: -109; TROY NFkB inh: -31; TLR9-MyD88 inh: -1; SRC2 inh: -97; SRC1 inh: -98; Vif inh: -1; EBV LMP1 NFkB: -19; NCOA3 inh: -102; TRAIL sens C8: -3; NOD2-RIPK2 inh: -4

What do the screens show for `COc1ccc(-c2nn(-c3ccccc3)cc2/C=N/NC(=O)c2cccc(S(=O)(=O)Nc3ccccc3Cl)c2)cc1`?
COUP-TFII inh: 3; LRH-1 inv ag: -63; TROY NFkB inh: 16; TLR9-MyD88 inh: -11; SRC2 inh: -66; SRC1 inh: -22; Vif inh: 5; EBV LMP1 NFkB: -7; NCOA3 inh: -36; TRAIL sens C8: 11; NOD2-RIPK2 inh: -7

Results for CCOC(=O)CCc1c(C)n(CC)c2cc(-c3ccccc3OC)nn2c1=O ?
COUP-TFII inh: 11; LRH-1 inv ag: 23; TROY NFkB inh: 6; TLR9-MyD88 inh: -4; SRC2 inh: -5; SRC1 inh: 1; EBV LMP1 NFkB: 12; NCOA3 inh: -6; TRAIL sens C8: 6; NOD2-RIPK2 inh: -11

What do the screens show for `COc1ccc(CC(=O)Nc2ccc(F)c(F)c2F)cc1S(=O)(=O)N1CCOCC1`?
COUP-TFII inh: -30; LRH-1 inv ag: -22; TROY NFkB inh: 12; TLR9-MyD88 inh: 2; SRC2 inh: 5; SRC1 inh: 8; Vif inh: -4; EBV LMP1 NFkB: -3; NCOA3 inh: -14; TRAIL sens C8: -3; NOD2-RIPK2 inh: 2

How did Cc1cccc(NC(=O)Cn2nc(-c3cccs3)ccc2=O)c1C do in these assays?
COUP-TFII inh: 7; LRH-1 inv ag: 7; TROY NFkB inh: 12; TLR9-MyD88 inh: 5; SRC2 inh: 22; SRC1 inh: 11; Vif inh: -4; EBV LMP1 NFkB: -15; NCOA3 inh: -23; TRAIL sens C8: -18; NOD2-RIPK2 inh: -13

The closing two entries of the part before are carried over, then new ones follow:
What do the screens show for `COc1ccc(CC(=O)Nc2ccc(F)c(F)c2F)cc1S(=O)(=O)N1CCOCC1`?
COUP-TFII inh: -30; LRH-1 inv ag: -22; TROY NFkB inh: 12; TLR9-MyD88 inh: 2; SRC2 inh: 5; SRC1 inh: 8; Vif inh: -4; EBV LMP1 NFkB: -3; NCOA3 inh: -14; TRAIL sens C8: -3; NOD2-RIPK2 inh: 2

How did Cc1cccc(NC(=O)Cn2nc(-c3cccs3)ccc2=O)c1C do in these assays?
COUP-TFII inh: 7; LRH-1 inv ag: 7; TROY NFkB inh: 12; TLR9-MyD88 inh: 5; SRC2 inh: 22; SRC1 inh: 11; Vif inh: -4; EBV LMP1 NFkB: -15; NCOA3 inh: -23; TRAIL sens C8: -18; NOD2-RIPK2 inh: -13

Results for CCCCCCC(C)n1[nH]c(=O)c2c(C)cc(=O)[nH]c21 (centres undefined) ?
COUP-TFII inh: 5; LRH-1 inv ag: 3; TROY NFkB inh: 16; TLR9-MyD88 inh: 6; SRC2 inh: 1; SRC1 inh: -9; Vif inh: -13; EBV LMP1 NFkB: 2; NCOA3 inh: -16; TRAIL sens C8: 14; NOD2-RIPK2 inh: -1

How did COc1ccc(OCC(=O)Nc2ccc(N3CCN(Cc4ccccc4F)CC3)cc2)cc1 do in these assays?
COUP-TFII inh: 14; LRH-1 inv ag: 8; TROY NFkB inh: -12; TLR9-MyD88 inh: 7; SRC2 inh: 10; SRC1 inh: 0; EBV LMP1 NFkB: -7; NCOA3 inh: 24; TRAIL sens C8: 4; NOD2-RIPK2 inh: -14

What do the screens show for `COc1cc2nc(C3CCC3)n(NC(=O)c3ccco3)c(=O)c2cc1OC`?
COUP-TFII inh: 7; LRH-1 inv ag: -20; TROY NFkB inh: 12; TLR9-MyD88 inh: 2; SRC2 inh: -2; SRC1 inh: -1; Vif inh: 28; EBV LMP1 NFkB: -4; NCOA3 inh: 4; TRAIL sens C8: -8; NOD2-RIPK2 inh: 1

Results for COc1ccc(OC)c(S(=O)(=O)NCC(c2ccco2)N2CCc3ccccc3C2)c1 (centres undefined) ?
COUP-TFII inh: 0; LRH-1 inv ag: -7; TROY NFkB inh: 5; TLR9-MyD88 inh: -7; SRC2 inh: 4; SRC1 inh: 3; Vif inh: -9; EBV LMP1 NFkB: 5; NCOA3 inh: -10; TRAIL sens C8: 0; NOD2-RIPK2 inh: -1

Results for CCOC(=O)c1c(S(=O)(=O)NCC(=O)Nc2cc(C)ccn2)c(C)n(C)c1C ?
COUP-TFII inh: 6; LRH-1 inv ag: 3; TROY NFkB inh: -9; TLR9-MyD88 inh: 5; SRC2 inh: 4; SRC1 inh: -4; Vif inh: -2; EBV LMP1 NFkB: -4; NCOA3 inh: -4; TRAIL sens C8: -3; NOD2-RIPK2 inh: -11

What do the screens show for `COc1ccc(N2CCN(c3ccnc4cc(Cl)ccc34)CC2)cc1`?
COUP-TFII inh: 4; LRH-1 inv ag: 12; TROY NFkB inh: 35; TLR9-MyD88 inh: -3; SRC2 inh: -2; SRC1 inh: -12; Vif inh: -8; EBV LMP1 NFkB: 1; NCOA3 inh: 5; TRAIL sens C8: 16; NOD2-RIPK2 inh: 2
